# Screening data deposited in PubChem BioAssay by several laboratories.
# CD11b adhes enh = CD11b/CD18-fibrinogen binding enhancement. 0.07% of 93,000 active. P05107+P11215. K562 CD11b/CD18 adhesion to fibrinogen, ATPlite luminescence. AID 1499. activation, % at 10 µM;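 active means 10 µM primary screen giving 50% or more activity, confirmed by 40% or more on retest at that dose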; further: strong numbers were not always called active; reference of the scale not given here
# Candida biofilm = kills Candida albicans biofilms. C. albicans biofilm + clotrimazole, Alamar Blue. inhibition, % at 6 µM. 0.14% of 85,000 active. AID 834;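 active means inhibition above 20%; inactive means inhibition below 20%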;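 further: preformed 24 hr biofilms exposed to compound for 48 hr; 0% = biofilm without compound and 100% = blank killed by clotrimazole plus chlorhexidine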
# sEH inhibitor = blocks human soluble epoxide hydrolase activity; 0.34% of 91,000 active; recombinant human sEH enzymatic activity assay; AID 707; inhibition, % at 2 µM; P34913; in the data active means inhibition above about 80%; further: values of inactives mirror those of a sister screen read the other way; many of its hits are not listed in these tables
# Target sequence (P34913 whole entry, looked up): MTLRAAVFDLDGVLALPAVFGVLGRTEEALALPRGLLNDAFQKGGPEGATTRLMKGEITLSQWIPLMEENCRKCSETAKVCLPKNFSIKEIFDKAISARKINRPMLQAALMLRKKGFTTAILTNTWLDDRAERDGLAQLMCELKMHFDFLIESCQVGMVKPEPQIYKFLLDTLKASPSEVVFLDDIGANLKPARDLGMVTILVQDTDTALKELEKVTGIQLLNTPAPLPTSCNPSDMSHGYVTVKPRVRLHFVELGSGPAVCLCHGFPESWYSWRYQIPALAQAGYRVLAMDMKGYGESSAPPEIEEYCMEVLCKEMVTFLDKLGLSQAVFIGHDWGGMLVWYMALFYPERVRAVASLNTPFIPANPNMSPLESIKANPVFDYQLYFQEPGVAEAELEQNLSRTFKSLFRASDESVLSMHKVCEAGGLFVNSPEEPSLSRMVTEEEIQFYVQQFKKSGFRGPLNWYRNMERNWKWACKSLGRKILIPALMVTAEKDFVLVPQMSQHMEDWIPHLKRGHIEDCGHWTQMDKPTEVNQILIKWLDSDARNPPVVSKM
# Mac1 fbg inh = blocks human CD11b/CD18 adhesion to fibrinogen; P05107+P11215; K562 CD11b/CD18 adhesion to fibrinogen, ATPlite luminescence; Mn2+ added to activate the integrin; inhibition, % at 10 µM; 0.54% of 93,000 active;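 active means primary inhibition of 50% or more at 10 µM, then 40% or more on retest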; further: some results filed as inactive read as strong as hits
# ERb coact inh = ER-beta (human) coactivator binding inhibition. TR-FRET ER-beta LBD / SRC1-Cy5 peptide binding; receptor agonist-loaded with 1 µM estradiol. Q92731. 1.3% of 86,000 active. inhibition, % at 25.6 µM;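 active means compounds whose percent inhibition of the receptor-coactivator binding signal exceeds about 50% in the single-dose screen, limit read from the data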;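 further: 0% = receptor plus peptide wells without compound and 100% = peptide-only wells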
# sEH activator = soluble epoxide hydrolase (human) activation. P34913. purified human sEH enzymatic activity, activator screen. 0.04% of 91,000 active. activation, % at 2 µM. AID 717; in the data active means activation above about 37%; further: values of inactives mirror those of a sister screen read the other way
# Smad3 inh = blocks human Smad3 binding to FoxH1 peptide; P84022; TR-FRET Smad3/Dy647-FoxH1 peptide binding, europium anti-His; inhibition, % at 25 µM; 0.29% of 88,000 active;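 active means compounds that reduce the energy-transfer binding signal between the protein and its labelled peptide by more than half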;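 further: 0% = Smad3 plus labelled peptide maximal FRET and 100% = peptide-only background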
# Target sequence (P84022 whole entry, looked up): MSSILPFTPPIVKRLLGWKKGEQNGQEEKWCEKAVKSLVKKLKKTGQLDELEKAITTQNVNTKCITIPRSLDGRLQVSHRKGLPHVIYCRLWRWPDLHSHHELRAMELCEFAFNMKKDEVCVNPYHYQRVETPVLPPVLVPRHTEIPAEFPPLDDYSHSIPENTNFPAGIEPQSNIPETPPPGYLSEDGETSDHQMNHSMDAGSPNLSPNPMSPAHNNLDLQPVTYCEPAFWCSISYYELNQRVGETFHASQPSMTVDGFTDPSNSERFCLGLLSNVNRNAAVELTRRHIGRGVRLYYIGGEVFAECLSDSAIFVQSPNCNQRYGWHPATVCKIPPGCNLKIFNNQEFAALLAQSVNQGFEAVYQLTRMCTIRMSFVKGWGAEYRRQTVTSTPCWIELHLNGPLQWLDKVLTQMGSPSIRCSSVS
# ERa SRC1 pot = ER-alpha (human) coactivator binding potentiation; P03372; TR-FRET ERalpha-LBD/SRC-Cy5 coactivator binding, 2 h; 100 = basal binding, no effect; coactivator binding (% of control), % at 25.6 µM; 1.3% of 86,000 active; in the data active means activity above about 200%;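 further: binding measured in presence of low estradiol as agonist stimulus; 0% = peptide alone without receptor and 100% = receptor with peptide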
# MT1-MMP txn act = activates MT1-MMP transcription | HT1080 MT1-MMP promoter luciferase reporter, luminescence, overnight; hits give high values | 0.16% of 86,000 active | AID 750 | activation factor at 10 µM;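 active means activation factor of at least 2 for MT1-MMP transcription at 10 µM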
# The depositor's hits bear a star; nt = not tested or not shown; [ ] = another dose, or the depositor's remark. Only part of the results is shown (hit frequency here may not be typical).
SMILES,CD11b adhes enh,Candida biofilm,sEH inhibitor,Mac1 fbg inh,ERb coact inh,sEH activator,Smad3 inh,ERa SRC1 pot,MT1-MMP txn act
Cc1ccc(C(=O)CC(C(=O)O)n2cccn2)cc1 (stereo unspecified),0,13,nt,1,-3,nt,1,130,1
O=C(NCCN1CCOCC1)c1ccc2ccccc2c1,-6,6,4,-11,-8,-5,-12,94[fluorescence artefact?],1.3
CSc1nc2n(n1)C(c1ccccn1)C1=C(CC(C)(C)CC1=O)N2 (stereo unspecified),1,1,7,-10,-9,-7,-5,90,1
O=C(CCS(=O)(=O)c1ccc(Br)cc1)NC1CCCC1,-2,6,-8,11,2,10,8,102,1.2
Cc1ccc2cc(CCNC(=O)C3CCCC3)c(=O)[nH]c2c1,-3,12,nt,-41,0,nt,9,96,1.1
Cc1ccc(-n2nnnc2-c2cnc(N3CCCC3)nc2C(F)(F)F)cc1,-4,nt,19,64,nt,-16,nt,nt,nt
CCOC(=O)N1CCN(Cc2cn3ccccc3n2)CC1,-2,8,3,0,-2,0,1,116,nt
O=C(Nc1ccccc1N1CCN(C(=O)c2ccccc2)CC1)c1cc(Br)ccc1Cl,4,4,16,4,-2,-13,7,87,1.3
CN(C(=O)CSc1nnc(-c2ccco2)o1)C1CCCCC1,-4,-6,-14,7,-5,13,-10,117,1.3
CS(=O)(=O)N(CC(=O)NCc1ccco1)c1cc(C(F)(F)F)ccc1Cl,-2,8,5,-15,12,-4,-5,97[fluorescence artefact?],1.3

# Two records drawn at random from the list so far, as already listed:
SMILES,CD11b adhes enh,Candida biofilm,sEH inhibitor,Mac1 fbg inh,ERb coact inh,sEH activator,Smad3 inh,ERa SRC1 pot,MT1-MMP txn act
Cc1ccc(-n2nnnc2-c2cnc(N3CCCC3)nc2C(F)(F)F)cc1,-4,nt,19,64,nt,-16,nt,nt,nt
O=C(CCS(=O)(=O)c1ccc(Br)cc1)NC1CCCC1,-2,6,-8,11,2,10,8,102,1.2

# Further structures follow.
SMILES,CD11b adhes enh,Candida biofilm,sEH inhibitor,Mac1 fbg inh,ERb coact inh,sEH activator,Smad3 inh,ERa SRC1 pot,MT1-MMP txn act
COCCn1c(=S)[nH]c2cc(C(=O)N3CCc4ccccc43)ccc2c1=O,-3,7,nt,12,-7,nt,10,101[fluorescence artefact?],1.2
CN1CCN(c2ccc([N+](=O)[O-])cc2C(=O)c2ccc(Cl)cc2)CC1,-6,nt,-2,-4,nt,1,nt,nt,nt
CCCCNC(=O)NNC(=O)c1ccoc1C,16,nt,-5,14,nt,7,nt,nt,nt
COC(=O)CCCC(=O)Nc1c(F)c(F)c(F)c(F)c1F,-2,9,8,0,-7,-8,9,113[fluorescence artefact?],1
CCOC(=O)N1CCN(C(c2ccc(Cl)cc2)c2sc3nc(C)nn3c2O)CC1 (stereo unspecified),nt,-5,nt,nt,11,nt,-4,98[fluorescence artefact?],1
Cc1csc(NC(=O)CSc2nnc(-c3ccncc3)n2C)n1,2,1,-5,-10,-12,4,6,118,1.1
CCOc1ccc2nc(NC(=O)CCC(=O)c3cccs3)sc2c1,0,8,10,0,51*,-7,4,62[fluorescence artefact?],nt
Cc1nnc2sc(-c3csc4c3CCCC4)nn12,6,4,7,-15,10,-7,3,78,1.1
COc1ccc(-c2nnco2)cc1OC,10,-1,-9,-35,11,8,-6,109[fluorescence artefact?],1.1
CC(OC(=O)CN(C)S(=O)(=O)c1ccc(Cl)cc1)C(=O)Nc1ccc(N2CCOCC2)cc1 (stereo unspecified),2,5,nt,8,15,nt,-6,96,1.1
Cc1nn(C(C)C(=O)N2CCc3ccccc3C2)c(=O)c2cc3occc3n12 (stereo unspecified),-2,3,nt,-2,-8[fluorescence artefact?],nt,0,110[fluorescence artefact?],1
CC(c1ccco1)N(C(=O)c1ccc(Cl)s1)c1ccccn1 (stereo unspecified),-5,nt,nt,-5,1,nt,-2,104,1.2
CCn1nc(C(=O)OCC(=O)N2c3ccccc3CC2C)c2ccccc2c1=O (stereo unspecified),0,7,nt,-9,-5,nt,15[fluorescence artefact?],94,1.1
CCCCC(O)(CCN1CCOCC1)c1ccc(Cl)cc1 (stereo unspecified),-5,-2,0,6,-3[fluorescence artefact?],-1,8[fluorescence artefact?],103,1.1
COc1cc(C(=O)OCC(=O)Nc2ccc(F)cc2F)cc(OC)c1OC,-3,nt,-5,1,nt,6,nt,nt,nt
COc1ccc(OC)c(NC(=O)COC(=O)c2c3c(nc4ccccc24)CCCC3)c1,1,nt,14,-3,nt,-12,nt,nt,nt
Cc1cc2cc(CN3C(=O)c4ccccc4C3=O)ccc2[nH]1,nt,-3,nt,nt,3[fluorescence artefact?],nt,-4,103[fluorescence artefact?],1.1
CNS(=O)(=O)c1cccc(C(=O)OCC(=O)C23CC4CC(CC(C4)C2)C3)c1,1,-2,-18,6,12,16,5[fluorescence artefact?],102,1
Clc1ccc2c(N3CCCC3)ccnc2c1,0,5,1,-2,-6,-1,8,115,1
CCC(=O)N1CCCc2cc(S(=O)(=O)N3CCN(C4CCCCC4)CC3)ccc21,4,2,nt,-7,6,nt,-16,81,1.1
C=CCCCCCCCCC(=O)NN,2,nt,36,-58,nt,-36,nt,nt,nt
Cn1cccc1Cc1nnc(SCC(=O)N2CCOCC2)n1CCc1ccccc1,1,-1,nt,-9,0,nt,8,111,1.1
CC1(C)CC(=O)C(CC(=O)Nc2ccc(S(N)(=O)=O)cc2)=C(O)C1,nt,3,1,nt,-10[fluorescence artefact?],0,-3,106,1
O=C(NC(NCc1ccccn1)(C(F)(F)F)C(F)(F)F)c1ccco1,-2,7,-6,27,-4,3,-5[fluorescence artefact?],103,1.2
CCc1ccc(C(=O)COC(=O)CNC(=O)c2cccs2)cc1,1,2,-4,-17,-2,8,-14,94,1.1
CCc1cccc(NC(=O)CCc2nc(-c3cccs3)no2)c1,-5,4,32,18,9,-32,-3,109,1.1
Oc1ccc(CNc2ccccc2F)c2cccnc12,-4,-6,7,-11,62*[fluorescence artefact?],-5,15,91[fluorescence artefact?],1.1
CCN(CC)c1ccc2cc(C(C)=O)c(=O)oc2c1,-1,1,-4,3,-11,5,1,106,1.5
CC(C)Cc1c(O)nc(SCC(=O)Nc2ccc3c(c2)CCC3)[nH]c1=O,nt,2,6,nt,14[fluorescence artefact?],-1,-6,86,1.4
CC1(C)C(=O)OC(c2ccco2)C(C)(C)C1=O (stereo unspecified),3,5,-5,-3,7,1,-3,93[fluorescence artefact?],1
CC1CCCC(C(=O)O)N1C(=O)CCSC(=O)c1ccccc1 (stereo unspecified),-1,7,-7,10,8,8,0,116,1.2
O/N=C/c1ccc(OCC(O)COc2ccc(/C=N/O)cc2)cc1,-3,6,-1,2,-17,2,1,122,1.1
O=C(CSc1nnc2ccccn12)c1ccc2c(c1)OCCO2,2,5,2,-19,-1[fluorescence artefact?],0,6,98,1.4
CCOc1ccccc1Nc1nc(N)nc(CSc2nccc(C)n2)n1,-2,8,5,6,9[fluorescence artefact?],-4,-7,89,1
Nc1cc(Cl)ccc1Oc1ccc2ccccc2c1,-2,nt,8,0,nt,-6,nt,nt,nt
CN(C)/C=N/c1c(C#N)cnn1-c1ccccc1,-2,0,-4,-8,5[fluorescence artefact?],4,-3,115,1.1
O=C(Nc1ccccc1)c1ccccc1NC(=O)C(F)(F)F,-7,nt,4,77*,nt,-2,nt,nt,nt
NC(=NC(=O)c1ccccc1)N1CCOCC1,0,nt,1,5,nt,2,nt,nt,nt
O=C(CSc1nc2ccccc2[nH]1)c1ccco1,0,8,4,-16,34,-3,1,66,1.2
CCOC(=O)c1cc(-c2ccc(Cl)cc2)nc2c1c(C)nn2CCC#N,nt,6,nt,nt,-9,nt,-11,104,1.1
CC(C(=O)Nc1cccnc1)N1C(=O)C2C3C=CC(C3)C2C1=O (stereo unspecified),nt,6,2,nt,2,0,0,131,1.1
COC(=O)[C@@H](NC(=O)N1CCN(c2cccc(C(F)(F)F)c2)CC1)C(C)C,3,4,-15,-8,1,13,-4,127,1
CCCN1C2=C(C(=O)CCC2)C(c2ccc(F)cc2)C2=C1c1ccccc1C2=O (stereo unspecified),nt,5,2,nt,-28,0,1,93,1.2
O=C(Cn1cc2c(n1)CCCC2)NCCCN1CCN(c2ccccc2F)CC1,-1,-4,1,-10,-9,1,-1,117,1.2
O=C(Nc1ccc2c(c1)OCO2)N1CCN(c2ccccc2Cl)CC1,-10,4,54,7,-1[fluorescence artefact?],-54,8,116,1.6
CC(=O)Nc1cc2c(cc1C(C)=O)OCCO2,-5,2,-1,-21,1,0,10,112,1.2
CCCCCNC(=O)CN(c1ccc2c(c1)OCO2)S(C)(=O)=O,nt,12,-3,nt,15,6,-5,78,1.3
CC1CN(Cc2ccccc2)c2nc3c(c(=O)n(C)c(=O)n3C)n2C1 (stereo unspecified),2,nt,-10,0,nt,14,nt,nt,nt
CN1C(=S)SC(/[N+]([O-])=C\c2ccccc2)C1(C)C (stereo unspecified),-7,5,-6,3,-10,10,5,99,1.3
CC(C)(C)c1ccc(C(=O)CSc2nc3ccccc3c(=O)[nH]2)cc1,-5,nt,12,-2,nt,-10,nt,nt,nt
# (list continues)
SMILES,CD11b adhes enh,Candida biofilm,sEH inhibitor,Mac1 fbg inh,ERb coact inh,sEH activator,Smad3 inh,ERa SRC1 pot,MT1-MMP txn act
C=C(C)CSC1=C(C#N)C(c2ccsc2)CC(=O)N1 (stereo unspecified),-3,5,nt,2,1[fluorescence artefact?],nt,3,99,1.1
COc1ccc(OC)c(CN2C(=O)CCC2(C)C(=O)NC2CCCCCC2)c1 (stereo unspecified),-2,-3,-4,-4,-3[fluorescence artefact?],2,-11,114,1
O=C(COC(=O)c1cc(S(=O)(=O)N2CCOCC2)ccc1O)NCC1CCCO1 (stereo unspecified),2,6,0,2,13,0,5,108,1.1
COc1ccc([N+](=O)[O-])cc1NC1C2CC3CC(C2)CC1C3 (stereo unspecified),0,nt,-13,5,nt,14,nt,nt,nt
Cc1nc2[nH]c(=O)c3c(n2n1)NC1=C(C(=O)CC(C)(C)C1)C3c1ccccc1 (stereo unspecified),-2,5,11,2,2,-11,5,118,1.2
O=C(Nc1c(C(=O)N2CCOCC2)cnn1-c1ccccc1Cl)c1ccco1,4,-3,-8,-6,-3,10,2,107[fluorescence artefact?],1.2
COC(=O)C1=C(N)Oc2cc(C)n(Cc3ccncc3)c(=O)c2C1c1cccnc1 (stereo unspecified),nt,6,-8,nt,-12,10,3,118,1.1
O=C(O)CCC(=O)N1N=C(c2cccs2)CC1c1cn(-c2ccccc2)nc1-c1ccccc1 (stereo unspecified),18,6,0,6,27,2,2,88,1
CC(=O)C1=C(C)NC(SCC(=O)c2ccc(C)cc2)=C(C#N)C1c1ccco1 (stereo unspecified),nt,2,-4,nt,18[fluorescence artefact?],2,1,103,1.1
Cc1ccc(-c2nc3sc4c(c3c(=O)n2N)CCCC4)cc1,1,4,4,12,7[fluorescence artefact?],-4,1,120,nt
COC(=O)NC(=S)Nc1ccc(Oc2ccc(Cl)cc2)c(Cl)c1,2,5,3,18,-2,-2,-7,121,1.3
CN(C)c1ccc(NC(=O)Nc2cccc(Cl)c2)cc1,nt,6,59,nt,7,-61,6,99[fluorescence artefact?],1.4
Cc1nn(C)cc1CNC(=O)COc1ccc(Cl)cc1Cl,nt,nt,2,nt,-5[fluorescence artefact?],3,0[fluorescence artefact?],110,1.3
COc1cc2c(cc1NC(=O)CSc1nnc(Cc3cccs3)n1Cc1ccco1)oc1ccccc12,-2,0,-8,-2,-6,8,-3,107,1.1
CN(c1ccc(C(=O)NCc2ccccn2)cc1)S(C)(=O)=O,nt,0,-9,nt,-13,9,-2,98,1.1
CCOC(=O)c1cc2c(=O)n3cccc(C)c3nc2n(CCOC)c1=NC(=O)c1ccncc1,nt,9,-5,nt,19,5,-6,125,1.1
COc1cc2c(C(=O)NCc3ccc4c(c3)OCO4)cn(C)c(=O)c2cc1OC,-4,3,nt,4,13,nt,-3,118,1.1
O=C(COC(=O)c1cn(-c2ccccc2)nc1-c1ccccc1)c1cccc([N+](=O)[O-])c1,-1,nt,-10,12,nt,14,nt,nt,nt
